Screening results deposited in PubChem BioAssay by NCI.
All columns: NCI-60 one-dose screen, growth in % after 48 h at 10 µM unless noted; 100 = growth as untreated, 0 = no growth, -100 = all killed.
HL-60(TB): HL-60(TB) leukemia cells; actives 9% (n = 78,000); AID 1794776; active = growth percent below 10
The depositor's hits bear a star; & = joins results of further samples. Some of the compounds tested (hit frequency here may not be typical).

COc1c(B(O)O)cccc1-c1cc(C)c2c(ccc3[nH]ncc32)n1
  HL-60(TB): 24

COC(=O)c1cc(-c2ccc(S(C)(=O)=O)cc2)[nH]c1N/N=C/c1c(Cl)cccc1Cl
  HL-60(TB): -22*

CCOC(=O)C(=Cc1cccc(Br)c1)C(=O)OCC
  HL-60(TB): -6.9*

O=[N+]([O-])c1ccc(Cl)c(S(=O)(=O)O)c1
  HL-60(TB): 96

COc1cnc2c(c1)C(=O)c1c-2n(CCCN2CCC(N)CC2)c(=O)c2cc([N+](=O)[O-])ccc12
  HL-60(TB): 44

O=P(O)(O)CO
  HL-60(TB): 99

N#CCCNC(N)=O
  HL-60(TB): 69

CC(C)(Oc1ccc([N+](=O)[O-])cc1)C(=O)O
  HL-60(TB): 75

CC1(c2ccc(Cl)cc2)N=C(N)Nc2nc3ccccc3n21 (stereo unspecified)
  HL-60(TB): 96

N/C(=N/N=C\c1ccccc1Cl)N/N=C/c1ccccc1Cl
  HL-60(TB): 72

COc1cc(-c2c(C(N)=O)nnn2-c2cc(OC)c(OC)c(OC)c2)cc(OC)c1OC
  HL-60(TB): 108

c1ccc2cc(C[n+]3ccn(CCCCCCn4cc[n+](Cc5ccc6ccccc6c5)c4)c3)ccc2c1
  HL-60(TB): 88

C=C(C[n+]1ccccc1)[C@@H]1CC[C@]2(C(=O)OC)CC[C@]3(C)[C@H](CC[C@@H]4[C@@]5(C)CC[C@H](OC(C)=O)C(C)(C)[C@@H]5CC[C@]43C)[C@@H]12
  HL-60(TB): 84

Cc1ccc(Cc2cnc(NC(=O)c3cc(Br)cs3)s2)cc1
  HL-60(TB): 8.1*

O=C(Cc1ccccc1)Nc1nnc(NC2CCN(c3nnc(NC(=O)Cc4ccccc4)s3)CC2)s1
  HL-60(TB): 97

CC(=O)C(/C=N/C(N)=O)=C(/C)O
  HL-60(TB): 104

CCOC(=O)C1=C(N)N(c2ccc(C)cc2)C2=C(C(=O)CC(C)(C)C2)C1c1cccnc1 (stereo unspecified)
  HL-60(TB): 98

O=C(O)c1cc(Br)c(O)cc1O
  HL-60(TB): 105

Oc1c2c(n3cccc13)=c1ccc(Cl)cc1=N2
  HL-60(TB): 77

C1=C2Sc3ccccc3N=C2c2ccccc2C1
  HL-60(TB): 124

COc1cccc(/C=C2\N=C(Nc3ccc(O)cc3)NC2=O)c1
  HL-60(TB): 95

CC1NC2CCCCC2C1CCNC(=O)C1CCN(C(=O)C2CCCCC2F)CC1 (stereo unspecified)
  HL-60(TB): 107

COc1cc2c3c(c4c5ccccc5[nH]c4c2c(OC)c1OC)C(=O)N(CCN1CCCCC1)C3=O
  HL-60(TB): 63

CCC(C)[C@H](NC(=O)OC(C)(C)C)C(=O)Nc1cccc(-c2cc(=O)c3c(OC)c(OC)c(OC)cc3o2)c1 (stereo partly specified)
  HL-60(TB): 81

CC(=O)N/C(=C/c1ccccc1)C(=O)N1CCCC1C(=O)O (stereo unspecified)
  HL-60(TB): 102

Cc1cc2nc3c4cc(C=O)ccc4n(CCN(C)C)c3nc2cc1C
  HL-60(TB): 17

Cc1ccc(N2C3c4ccccc4N(S(=O)(=O)c4ccc(C)cc4)C2c2ccccc2N3S(=O)(=O)c2ccc(C)cc2)cc1
  HL-60(TB): 80

C=C1CC[C@@H]2[C@](C)(COC(C)=O)[C@H](OC(C)=O)CC[C@@]2(C)[C@@H]1CC(Nc1ccc(S(=O)(=O)Nc2nc(C)cc(C)n2)cc1)C1=CCOC1=O (stereo partly specified)
  HL-60(TB): 22

C=C1CC[C@@H]2[C@]3(C)COC(c4cn[nH]c4-c4ccc(C)cc4)O[C@@H]3CC[C@@]2(C)[C@@H]1C/C=C1/C(=O)OCC1O (stereo partly specified)
  HL-60(TB): 7.3*

c1ccc([P+](CCSCCSCC[P+](c2ccccc2)(c2ccccc2)c2ccccc2)(c2ccccc2)c2ccccc2)cc1
  HL-60(TB): 106

CC1CN(Cc2ccccc2)C(=O)NC1=O (stereo unspecified)
  HL-60(TB): 89

Cc1cccc(Cl)c1NC(=O)CCC(=O)O
  HL-60(TB): 106

CSC(=N\N=C\c1ccc(Cl)cc1)/N=C/N(C)C
  HL-60(TB): 105

C[N+]1(CCCCCCCCCC[N+]2(C)CCCCCC2)CCCCCC1
  HL-60(TB): 121

O=C(CNCc1ccccc1)Nc1ccc(-c2nc3ccccc3s2)cc1
  HL-60(TB): 96

CC1=C(C(=O)c2ccccc2)C(c2ccc3c(c2)OCO3)NC(=O)N1 (stereo unspecified)
  HL-60(TB): 105

Cn1cc(-c2ccc3nc(-c4ccc(CC(=O)ONc5cc(C(C)(C)C)on5)cc4)cnc3c2)cn1
  HL-60(TB): 29

O=C(O)c1ccc(NC2(C(=O)O)CCCC2)cc1
  HL-60(TB): 91

Cc1cc(N2CCOCC2)nc(N2CCN(CC(=O)Nc3ccc4c(ccn4Cc4ccccc4)c3)CC2)n1
  HL-60(TB): 78

CC/C(=C\c1ccc(O)c(O)c1)C(=O)NC(Cc1ccccc1)C(=O)C(=O)NCc1ccccc1 (stereo unspecified)
  HL-60(TB): 87

CCOC(=O)c1c(C)nc2c(c1N)CC(=O)N2Cc1cc(OC)cc(OC)c1
  HL-60(TB): 70

C=C(C)[C@@H]1CC[C@]2(CO)CC[C@]3(C)[C@H](CC[C@@H]4[C@@]5(C)C=C(C#N)C(=O)C(C)(C)[C@@H]5CC[C@]43C)[C@@H]12
  HL-60(TB): -26*

NC(CCC(=O)O)C(=O)NNc1n[nH]c(=S)n1N (stereo unspecified)
  HL-60(TB): 103

NCC(=O)Nc1ccc(O)c(C(=O)O)c1
  HL-60(TB): 95

CC(C)(C)c1cc(NC(=O)Nc2ccc(-c3cn4c5c(sc4n3)CCc3c[nH]cc3-5)cc2)no1
  HL-60(TB): 9.6*

CCOc1ccc(NC(=S)N2CCC(CCCC3CCN(C(=S)Nc4ccc(OCC)cc4)CC3)CC2)cc1
  HL-60(TB): 69

N/C(=N\c1nc2ccccc2[nH]1)NC(=O)Cc1cccc2ccccc12
  HL-60(TB): 82

C=C(C)[C@H]1CC2=C(C(=O)OC)C=C(/C=C(\C)C[C@H]3C=C(CC1=O)C(=O)O3)O2
  HL-60(TB): 101

CS(=O)(=O)CCNCc1ccc(-c2ccc3ncnc(Nc4ccc(OCc5cccc(F)c5)c(Cl)c4)c3c2)o1
  HL-60(TB): 20

c1ccc(-c2n(Cc3ccc4ccccc4c3)cc[n+]2Cc2ccc3ccccc3c2)cc1
  HL-60(TB): -48*

COc1ccc2c(c1)C1=NN(C(C)=O)C(c3cc(OC)c(OC)c(OC)c3)C1C2 (stereo unspecified)
  HL-60(TB): 95

Cc1cccc(/C=C/c2nn3c(-c4ccco4)nnc3s2)c1
  HL-60(TB): 86

CCCCCCCCCCCCC1CCC(=O)O1 (stereo unspecified)
  HL-60(TB): 88

NC(=O)Nc1ccc(-n2cnc3cc(-c4ccc(O)cc4)ccc32)cc1
  HL-60(TB): 95

CC(=O)O[C@H]1Cc2c([nH]c3ccccc23)[C@H](c2ccc(Cl)cc2)N1C(=O)CCNC(C)(C)C
  HL-60(TB): 92

COC(=O)c1cc(-c2cccnc2)[nH]c(=O)c1C#N
  HL-60(TB): 91

CCOC(=O)c1csc(NC(=O)c2ccc(Nc3ccc(Cl)c(Cl)c3)c([N+](=O)[O-])c2)n1
  HL-60(TB): 100

O=C(Cn1c(=O)sc2nc3ccccc3nc21)Nc1ncc(Cc2ccc(Cl)c(C(F)(F)F)c2)s1
  HL-60(TB): 99

C/C(=N\NC(=O)CSc1nc2ccccc2c(=O)n1CCc1ccc(S(N)(=O)=O)cc1)c1ccccc1Cl
  HL-60(TB): 62

COc1cc(Br)cc(C=O)c1O
  HL-60(TB): 164

O=S(=O)(NC1CC2CCC1C2)c1ccc2c(c1)/C(=N/O)c1cc(S(=O)(=O)NC3C4CC5CC(C4)CC3C5)ccc1-2 (stereo unspecified)
  HL-60(TB): 82

Nc1ccc(Sc2ccc(N)cc2)cc1
  HL-60(TB): 97

Sc1ccc(Cl)cc1
  HL-60(TB): 86

COc1ccc(-c2nc(-c3nc4ccc(F)cc4[nH]3)c3ccccn23)cc1
  HL-60(TB): 46

N/N=c1\nc2c(cnn2-c2ccccc2)c2[nH]n3c(C(F)(F)F)nnc3[nH]n12
  HL-60(TB): 110

O=C(CN1CCN(CC(=O)c2ccc(Cl)cc2)CC1)c1ccc(Cl)cc1
  HL-60(TB): 89

COc1cc(C2=NN(c3ccc(S(N)(=O)=O)cc3)C(c3ccc(Cl)cc3)C2)cc(OC)c1OC (stereo unspecified)
  HL-60(TB): -26*

O=C1NC(=O)/C(=C/c2cn(-c3ccccc3)nc2-c2ccccc2)S1
  HL-60(TB): 62&84

O=[N+]([O-])/C(=C\c1ccco1)c1ccccc1Cl
  HL-60(TB): 82

NC(=N\N=C/c1ccc(Cl)cc1Cl)/C(N)=N\N=C/c1ccc(Cl)cc1Cl
  HL-60(TB): 80

NC(N)=NS(=O)(=O)c1ccc(NC2=C(I)C(=O)c3ncccc3C2=O)cc1
  HL-60(TB): 99

CCC(N)CCC(=O)O (stereo unspecified)
  HL-60(TB): 96

COc1cc2c(cc1OC)[C@@]13CCN4CC5=CCO[C@H]6CC(=O)N2[C@H]1[C@H]6[C@H]5C[C@H]43
  HL-60(TB): 99

OCCn1cc(-c2nc3ccc4[nH]ncc4c3c3c2CCCC3)cn1
  HL-60(TB): 45

CCCCOC(=O)CSC#N
  HL-60(TB): 113

Carrying on:
compound,HL-60(TB)
COc1cc(CNC(=O)Cc2ccccc2)ccc1OCC(=O)NO,125
O=C(NC(Cl)=C(Cl)Cl)P(=O)(c1ccccc1)c1ccccc1,110
Nc1ncc(-c2ccc3ncnc(Nc4cccc(Cl)c4)c3c2)cn1,58
Cc1ccc(-c2cc(Cc3c(Cl)cccc3Cl)c(=O)n(Cn3cnc4c(N)ncnc43)n2)cc1C,117
Nc1ncc(-c2ccc(C(=O)O)cc2)nc1-c1ccc(C(F)(F)F)cc1,96
COc1ccc(CCN2CCCN3C2=Nc2ccccc2S3(=O)=O)cc1,3.2*
CC(=O)C(N=Nc1ccc(S(=O)(=O)Nc2ccccn2)cc1)C(=O)Nc1ccc(Cl)cc1 (stereo unspecified),105
O=C(N/N=C/c1ccccc1O)C(O)c1ccccc1 (stereo unspecified),103
Cc1c[n+]([O-])ccc1Br,101
Cc1cc2nc(N)c3c4ccccc4cn3c2cc1C,94
CC(=O)c1ccc(NC(=O)CSc2nc(-c3ccccc3Cl)ns2)cc1,81
CCC(C)N1CCN(c2ccccc2OC)CC1 (stereo unspecified),114
C=CCNc1nc(O)c(/C=C2\C=Nc3ncccc32)s1,-15*
N=C(N)Sc1n[nH]c(=O)[nH]c1=O,119
COc1cc(-c2ccccc2)c(-c2nc(-c3ccccc3)c(-c3ccccc3)n2CC(C)C)cc1OC,58

Fetched by structure from above (2):
compound,HL-60(TB)
OCCn1cc(-c2nc3ccc4[nH]ncc4c3c3c2CCCC3)cn1,45
O=P(O)(O)CO,99

Single values from the results shown.
HL-60(TB) result of O=C(N/N=C/c1ccccc1O)C(O)c1ccccc1 (stereo unspecified) stands at 103
HL-60(TB) result of Cc1cc2nc(N)c3c4ccccc4cn3c2cc1C stands at 94

The listing picks up, starting 6 compounds before the break.
compound,HL-60(TB)
Cc1cc2nc(N)c3c4ccccc4cn3c2cc1C,94
CC(=O)c1ccc(NC(=O)CSc2nc(-c3ccccc3Cl)ns2)cc1,81
CCC(C)N1CCN(c2ccccc2OC)CC1 (stereo unspecified),114
C=CCNc1nc(O)c(/C=C2\C=Nc3ncccc32)s1,-15*
N=C(N)Sc1n[nH]c(=O)[nH]c1=O,119
COc1cc(-c2ccccc2)c(-c2nc(-c3ccccc3)c(-c3ccccc3)n2CC(C)C)cc1OC,58
Oc1ccc2c3c1OC1[C@@H](O)CC[C@@]4(O)[C@@H](C2)N(CC2CCC2)CC[C@]314 (stereo partly specified),102
COc1ccc(-c2ccnc3c(C#N)c(SC)nn23)cc1,90
O=C1CC2C=CCN2C=C1NC(=O)c1cccs1 (stereo unspecified),103
CC1(C)CC2=NOS3=C2C(=NO3)C1c1ccccn1 (stereo unspecified),109
COC1=CC(c2ccc[nH]2)=N/C1=C\c1[nH]c(C)c(C(=O)CCC(=O)NCCSSCCNC(=O)CC[C@H](NC(=O)c2ccc(NCc3cnc4nc(N)[nH]c(=O)c4n3)cc2)C(=O)O)c1C,100
O=C(N=Nc1c(O)[nH]c2ccccc12)Nc1ccc(Cl)cc1,39
O=C(O)c1ccccc1,98&86
COC(=O)c1ccc(Cn2c(-c3ccccc3)cc(-c3ccccc3)c(C#N)c2=O)cc1,89
CCCCC1COc2cccc3c2N1C=C/C3=C\C(=O)N(C)c1ccc(OC)cc1 (stereo unspecified),99
COc1ccc(C(CC(=O)c2ccccc2)Sc2ccccc2N)cc1OC (stereo unspecified),94
Nc1nc(-c2ccc3ccccc3c2)nn1-c1nc2ccccc2s1,101
CN(Cc1ccccc1)c1nc(Cl)c(C2CC(c3ccc(Cl)cc3)=NN2c2cc(Cl)cc(Cl)c2)s1 (stereo unspecified),102
C/C(CC(C)(C)N1CC1)=N\NC(=O)NC1CCCCC1,119
COc1c2c(cc3c1C(=O)N[C@@H]1[C@@H](O)[C@@H](O)[C@H](O)C[C@@H]31)OCCO2,95
CCCCCCCCOC(=O)c1cccnc1,83

Further entries:
compound,HL-60(TB)
O=c1c2cc(F)ccc2sc2c(N3CCCC3)nc3ccccc3c12,98
COC(=S)SCC(=O)c1ccc(Br)cc1,96
Cc1cc2ccccc2[nH]1,111
CC1(c2ccccc2O)NNC(=NCC(=O)c2ccccc2)N1C(Cc1c[nH]c2ccccc12)C(=O)O (stereo unspecified),82
O=C(Nc1ccc(-n2cc(-c3ccncc3)c(-c3ccc(Cl)c(O)c3)n2)cc1)N1CCOCC1,108
CC1(C)CC[C@]2(C(=O)O)CC[C@]3(C)C(=CCC4[C@@]5(C)C[C@@H](O)[C@@H]6OC(c7ccccc7Cl)OC[C@@]6(C)C5CC[C@]43C)C2C1 (stereo partly specified),28
CC(=O)c1ccccc1OC(=O)c1ccccc1,118
Cc1cc(Br)cc(Br)c1O,97
CN1C2CCC1CC(OC(=O)c1ccc(O)cc1)C2 (stereo unspecified),126
COc1ccc(N=Cc2c(-c3ccc(S(C)(=O)=O)cc3)nc3ccccn23)cc1,83
CC(=O)Nc1cc(C)ccc1O,90
COC(=O)/C=C1/SC(=NCc2ccccc2)N(CCc2c[nH]c3ccccc23)C1=O,80
